PKM2 act: qHTS Assay for Activators of Human Muscle isoform 2 Pyruvate Kinase | Pyruvate kinase PKM (Homo sapiens), P14618 | purified PKM2, Kinase-Glo ATP luminescence, activation; response scale: 0% is enzyme alone, no compound | Potency, µM (highest dose often 57.5 µM), without a hit: at the highest dose activation, hits mostly activators | 260,000 tested, 0.34% active | AID 1631, 2009; further: potency means the concentration at half of the fitted maximal effect; on the % scale 0 is the no-effect control and ±100 the full control effect; nearly all actives have a fitted effect of over 55% in size
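Kinase-Glo luminescence reports ATP generated from ADP (0.1 mM) and PEP (0.5 mM) by purified hPK-M2 after 1 h at room temperature, pH 7.2 imidazole buffer; intermediate enzyme activity allows detecting inhibitors and activators.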
Menin MLL FP TR: qHTS Assay for Inhibitors Targeting the Menin-MLL Interaction in MLL Related Leukemias: Competition With Texas Red Labeled MLL-derived Mutant Peptide | Potency, µM (top dose mostly 61.6 µM), without a hit: at the top dose FP activity change, negative = inhibition, most hits filed as inhibitors | O00255 | AID 1768, 2009 | 270,000 tested, 0.23% active | Menin + Texas Red MLL mutant peptide, fluorescence polarization; active means well fitted inhibition curve with a large enough effect in the polarisation, with a control signal flat, not every such curve was filed as active; inconclusive means small, poorly fitted or top-dose-only effect, or effect the other way, or a change in a side signal; inactive means no such curve, though single readings can be large or run the other way; the % refers to the polarisation; further: potency means the concentration at half of the fitted maximal effect; % of control where 0% means no effect; many of its hits are not listed in these tables
Target sequence (O00255 whole entry, looked up): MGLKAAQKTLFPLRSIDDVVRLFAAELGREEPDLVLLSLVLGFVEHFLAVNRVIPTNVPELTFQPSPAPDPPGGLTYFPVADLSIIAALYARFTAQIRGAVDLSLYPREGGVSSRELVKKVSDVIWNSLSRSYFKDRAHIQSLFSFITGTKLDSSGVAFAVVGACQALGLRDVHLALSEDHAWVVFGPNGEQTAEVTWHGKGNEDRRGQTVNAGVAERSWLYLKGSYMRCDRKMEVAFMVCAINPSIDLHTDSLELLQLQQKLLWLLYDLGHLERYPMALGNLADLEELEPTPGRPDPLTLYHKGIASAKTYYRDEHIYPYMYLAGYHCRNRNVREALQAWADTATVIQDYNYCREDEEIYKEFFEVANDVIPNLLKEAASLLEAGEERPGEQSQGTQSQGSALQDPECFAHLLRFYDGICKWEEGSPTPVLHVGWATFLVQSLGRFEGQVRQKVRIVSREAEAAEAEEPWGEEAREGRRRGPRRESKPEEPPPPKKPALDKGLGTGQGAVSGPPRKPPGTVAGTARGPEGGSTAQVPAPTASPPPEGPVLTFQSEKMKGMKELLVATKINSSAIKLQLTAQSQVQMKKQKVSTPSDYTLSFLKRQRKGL
GALK inh: qHTS Assay for Inhibitors of Human Galactokinase (GALK); P51570; Purified GALK, Kinase-Glo residual ATP luminescence; Potency, µM (series often up to 57.5 µM), without a hit: at the highest dose activity change, negative = inhibition, most hits filed as inhibitors; 270,000 tested, 0.007% active; AID 1868, 2009; further: potency means the concentration at half of the fitted maximal effect; on the % scale 0 is the no-effect control and ±100 the full control effect
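The enzyme phosphorylates galactose (100 uM) using ATP (35 uM); inhibition is detected as higher residual ATP, quantified by bioluminescence after 1 h reaction at room temperature, pH 8.0.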
Tb PFK inh: qHTS Assay to Find Inhibitors of T. brucei phosphofructokinase; ATP-dependent 6-phosphofructokinase (Trypanosoma brucei brucei), O15648; Potency, µM (titrated, usually from 57.5 µM), without a hit: top-dose activity, negative = inhibition, actives largely listed as inhibitors; 330,000 tested, 0.17% active; T. brucei PFK, ADP-Glo luminescence;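 further: potency means the concentration at half of the fitted maximal effect; 0% = uninhibited 1x PFK enzyme wells and -100% = no-enzyme wells; nearly all actives have a fitted effect of over 60% in size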
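PFK 1.25 nM, F6P 0.5 mM, ATP 0.1 mM, 0.1 M TEA pH 8.0, 5 mM MgCl2, 0.01% Tween20, 0.1% BSA; 45 min RT. ADP-Glo readout. qHTS titration up to 57 uM; curves fitted, compounds curve-classed.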
Giardia kill: Small Molecules that selectively kill Giardia lamblia: qHTS; Giardia lamblia trophozoite viability; activity change, % at 7.66 µM, hits read low; 340,000 tested, 0.15% active; AID 540267, 2011; in the data active means activity change below about -80%; inconclusive means between about -30% and that limit;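 further: parasites exposed to compound for two days anaerobically before the ATP read; on the % scale 0 is the no-effect control and ±100 the full control effect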
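Luminescent ATP signal served as the viability read-out, measured 15-30 min after adding ATP detection reagent to trophozoites that had been incubated with compounds for 48 hrs at 37 deg C anaerobically at 100 cells/well.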
B2AR arrestin: qHTS assay of beta-arrestin-biased ligands of beta2-adrenergic receptor; Beta-2 adrenergic receptor (Homo sapiens), P07550; beta-arrestin recruitment to beta2AR, cell-based reporter; Potency, µM (top dose mostly 46.1 µM), inactives show at the highest dose activation, hits mostly activators; 330,000 tested, 0.02% active; AID 492947, 2010;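 further: potency means the concentration at half of the fitted maximal effect; 0% = DMSO controls and full agonism = EC100 isoproterenol or metaproterenol; nearly all actives have a fitted effect of over 65% in size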
Target sequence (P07550 whole entry, looked up): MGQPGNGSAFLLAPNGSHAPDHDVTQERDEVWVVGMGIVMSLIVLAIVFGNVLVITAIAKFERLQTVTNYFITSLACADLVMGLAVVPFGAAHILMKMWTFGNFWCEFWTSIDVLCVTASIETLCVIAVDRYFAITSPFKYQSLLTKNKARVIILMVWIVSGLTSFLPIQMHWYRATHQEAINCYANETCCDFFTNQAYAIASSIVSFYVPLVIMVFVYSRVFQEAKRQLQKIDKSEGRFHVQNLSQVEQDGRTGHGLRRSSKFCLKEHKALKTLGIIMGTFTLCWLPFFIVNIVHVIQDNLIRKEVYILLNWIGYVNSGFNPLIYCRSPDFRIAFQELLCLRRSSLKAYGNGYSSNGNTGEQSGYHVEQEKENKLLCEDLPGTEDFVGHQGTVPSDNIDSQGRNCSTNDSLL
a7 integrin act: qHTS for Activators of Integrin-Mediated Alleviation for Muscular Dystrophy; alpha7betagal myoblasts, beta-gal FDG fluorescence, 48 h; Potency, µM (series often up to 38.3 µM), for inactives: at the top dose activation, actives largely listed as activators; 350,000 tested, 0.064% active;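 further: potency means the concentration at half of the fitted maximal effect; 100% = response of the positive control SU9516; nearly all actives have a fitted effect of over 60% in size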
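alpha7betagal+/- myoblasts (passage 13, 250/well) treated 48 h at 37C with compounds at 1:260 dilution of DMSO stock. Lysed, then beta-galactosidase activity read as FDG fluorescence (ex 480/em 540) after 30 min, with pre-read for autofluorescence.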
ASM inhibitor: Inhibitors of Secretory Acid Sphingomyelinase (S-ASM): qHTS | AID 504937, 2011 | 340,000 tested, 0.006% active | placental ASM, HMU-PC fluorogenic substrate, 60 min | Potency, µM (series often up to 57.5 µM), for the others: at the top dose activity change, negative = inhibition, hits mostly inhibitors; further: potency means the concentration at half of the fitted maximal effect
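Human placenta-derived ASM preincubated with compound 10 min at room temperature, then reacted with 9 uM (final) fluorogenic HMU-PC substrate for 60 min at 37 C. Stop solution raises pH to 10; fluorescence read at Ex 386/Em 447 nm.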
BCR signal inh: qHTS Assay to Find Inhibitors of Chronic Active B-Cell Receptor Signaling; Potency, µM (titrated, usually from 46.1 µM), for the others: at the top dose ratio change, negative = lower green/red ratio, most hits filed as inhibitors; 340,000 tested, 0.05% active; ABC-DLBCL IkBa-CBG/CBR reporter, luminescence ratio, 4 h; active means well fitted inhibition curve with a large enough effect in the signal ratio, with a control signal flat, not every such curve was filed as active; inconclusive means small, poorly fitted or top-dose-only effect, or effect the other way, or a change in a side signal; the % refers to the signal ratio;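 further: potency means the concentration at half of the fitted maximal effect; plate controls were basal doxycycline-induced cells for no effect and cells given 10 µM MG132 for full effect; MG132 reads +100%, hits lower the ratio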
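Compounds up to 46 uM were incubated four hours with TMD8 cells whose green CBG68 luciferase is fused to IkappaBalpha; red CBR luminescence normalised the signal, and concentration-effect curves were fitted to fusion, red and ratio data.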
Coupling enz: qHTS Assay for Inhibitors of Fructose-1,6-bisphosphate Aldolase from Giardia Lamblia: Coupling assay counterscreen; activity change, negative = inhibition, % at 58.2 µM, hits read low; 290,000 tested, 0.67% active; AID 2472, 2010; coupling enzyme system counterscreen, AmpLite Red fluorescence; in the data active means activity change below about -30%; further: on the % scale 0 is the no-effect control and ±100 the full control effect
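Counterscreen lacking aldolase: glyceraldehyde-3-phosphate coupling-enzyme reagent preincubated 10 min at RT with compound (at 57.5 uM final), then substrate/coupling system with AmpLite Red added; fluorescence read at 525/598 nm after 20 min RT.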
PTAP TSG101 blk: qHTS Assay for Iinhibitors of HIV-1 Budding by Blocking the Interaction of PTAP/TSG101 | Tumor susceptibility gene 101 protein (Homo sapiens), Q99816 | 340,000 tested, under 10 active | Potency, µM (top dose mostly 115 µM), for the others: at the top dose activity change, negative = inhibition, actives largely listed as inhibitors | Fluorescence polarization, FITC-PTAP peptide / Tsg101 binding | AID 493005, 2010; active means well fitted inhibition curve with a large enough effect in the main read-out, with a control signal flat, not every such curve was filed as active; inconclusive means small, poorly fitted or top-dose-only effect, or effect the other way, or a change in a side signal; inactive means no such curve, though single readings can be large or run the other way; further: potency means the concentration at half of the fitted maximal effect; % of control where 0% means no effect
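Fluorescence polarization binding of Tsg101 binding domain (10 uM final) to FITC-labeled PTAP peptide (50 nM final) in HEPES pH 7.5 buffer with NaCl, Tween 20, EDTA, TCEP. Compounds added before peptide; binding 20 min at RT.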
An asterisk follows results filed as active; ? = inconclusive; . = not tested or not shown; [ ] = dose if it differs, or a comment. Unless noted, the call rests on the fitted dose curve; in most records, active means well fitted curve in the direction sought with a large enough effect; inconclusive means small, poorly fitted or top-dose-only effect, or another doubt; inactive means no such curve, though single readings can be large; an effect the other way counts as inactive or inconclusive. This is a subset, so the mix of outcomes need not match the whole.

SMILES	PKM2 act	Menin MLL FP TR	GALK inh	Tb PFK inh	Giardia kill	B2AR arrestin	a7 integrin act	ASM inhibitor	BCR signal inh	Coupling enz	PTAP TSG101 blk
CC1(C)CC(=O)C=C(c2cccc(O)c2)C1=O	.	.	.	-2%	14	0.3%	1%	2%	2%	.	-6%
C=CCN1C(=O)c2ccc(C(=O)NCCc3ccc(OC)c(OC)c3)cc2C1=O	-2%	8%	-1%	2%	-10	-0.3%	-5%	.	7%	4	-4%
O=c1c2cccnc2[nH]c(=S)n1CCC1=CCCCC1	0%	24%	2%	0%	-6	-0.4%	14%	3%	6%	-1	-6%
O=C(c1ccc(Cl)c(S(=O)(=O)N2CCCCCC2)c1)N1CCCC1	-3%	.	2%	-1%	0	-0.2%	-1%	-2%	1%	7	2%
COc1ccc(N2C(=O)NC(=O)C2=O)cc1	-7%	?	-1%	-1%	-20	0.9%	-14%	2%	11%	3	-5%
COc1ccc(C(=O)NC(C)c2ccc(-n3ccnc3)cc2)cc1S(=O)(=O)N1CCOCC1 (stereo unspecified)	.	.	.	2%	3	-0.3%	-13%	0%	3%	.	-2%
Cc1ccc(S(=O)(=O)N2CCC[C@H]2C(=O)Nc2ccccc2C)cc1	.	.	.	2%	6	3.5%	21%	4%	-1%	.	-7%
COc1cc(Nc2nc3ccccc3nc2NS(=O)(=O)c2ccc([N+](=O)[O-])cc2)cc(OC)c1OC	.	?	6%	1%	-6	0.0%	?	-19%	13%	-2	-3%
C#CCOCCOCCOCCNc1nc(N2CCN(C(=O)Cn3cc(CCCN=C(N)N)nn3)CC2)nc(N2CCN(C(=O)[C@H]([C@@H](C)CC)n3cc(CCC(=O)O)nn3)CC2)n1	0%	-14%	.	-2%	5	-0.8%	21%	3%	-3%	0	2%
Cc1nc(-c2ccc(C(=O)Nc3cc(S(N)(=O)=O)ccc3C)cc2)cs1	2%[11.5 µM]	-15%	-1%	3%	-5	0.0%	-24%	-1%	?	0	0%
CC(=O)Nc1sc2c(c1C(c1ccccn1)N1CCN(C)CC1)CCCC2 (stereo unspecified)	-2%	-25%	-2%	0%	?	-0.1%	-24%	4%	-4%	0	-5%
CCn1nnc(NC(=O)c2ccccc2Br)n1	7%	0%	-2%	4%	26	0.0%	11%	6%	?	3	-4%
CC(=O)OCCC(C)C	.	.	.	9%	3	-0.3%	21%	0%	1%	.	-1%
CC(C)(C)c1ccc(S(=O)(=O)Nc2ccc3c(c2)COC3=O)cc1	-3%	12%	-1%	-6%	17	-0.4%	30%	-4%	-2%	6	-3%
O=C(CCS(=O)(=O)c1cccs1)Nc1ccc(C(=O)NCc2ccc(F)cc2)cc1	-7%	.	-3%	-27%	25	-0.5%	-23%	-2%	?	8	0%
N#CC1(c2ccccc2)CCC(NCCc2ccccc2)CC1 (stereo unspecified)	.	?	2%	-25%	-5	-0.2%	-49%[inhibitor]	-1%	4%	-1	0%
O=C(Cn1nc(CNc2ccc(Cl)cc2)[n+]2c1CCCCC2)c1ccc(Cl)cc1	?	-8%	0%	0%	-14	-1.3%	-5%	-8%	?	5	-1%
CC1CCN(C(=O)CSc2nnc(CNc3ccc(F)cc3)n2Cc2ccco2)CC1	-2%	-24%	7%	.	-9	.	0%	2%	.	0	-2%
O=C(COC(=O)/C=C/c1ccc(C(F)(F)F)cc1)NCC1CCCO1 (stereo unspecified)	.	.	.	21%	-11	0.4%	-8%	-5%	-4%	.	-1%
CNC(=O)CS(=O)(=O)CC(=O)Nc1cc(OCCOC)c(Cl)cc1Cl	0%	1%	-3%	-1%	-1	-1.0%	-20%	1%	-3%	-1	-1%
Cc1ccccc1CN1CCN(C(=O)c2ccc(F)cc2)CC1	1%	-10%	0%	2%	-3	-0.4%	17%	0%	-4%	6	-1%
CN1C(=O)C(CCC(N)=O)NC1=S (stereo unspecified)	-5%	.	2%	-1%	-23	-0.1%	5%	1%	-10%	0	-2%
Nn1cnnc1N/N=C/c1cc([N+](=O)[O-])c(Cl)cc1Cl	23%	?	0%	3%	5	0.2%	-36%	1%	12%	-18	0%
CC(=O)Nc1ccc(NC(C)=C(C#N)C#N)cc1	2%	-7%	-1%	0%	-1	0.2%	9%	2%	-8%	0	1%
O=C(NCc1ccncc1)C(=O)NCC(c1ccco1)N1CCN(c2ccccc2)CC1 (stereo unspecified)	-1%	8%	0%	-3%	1	-0.3%	-15%	0%	?	-4	-4%

Pulled by compound from above:
SMILES	PKM2 act	Menin MLL FP TR	GALK inh	Tb PFK inh	Giardia kill	B2AR arrestin	a7 integrin act	ASM inhibitor	BCR signal inh	Coupling enz	PTAP TSG101 blk
O=C(COC(=O)/C=C/c1ccc(C(F)(F)F)cc1)NCC1CCCO1 (stereo unspecified)	.	.	.	21%	-11	0.4%	-8%	-5%	-4%	.	-1%
O=c1c2cccnc2[nH]c(=S)n1CCC1=CCCCC1	0%	24%	2%	0%	-6	-0.4%	14%	3%	6%	-1	-6%

The results go on:
SMILES	PKM2 act	Menin MLL FP TR	GALK inh	Tb PFK inh	Giardia kill	B2AR arrestin	a7 integrin act	ASM inhibitor	BCR signal inh	Coupling enz	PTAP TSG101 blk
Clc1ccc(C2C3=C(Nc4ncnn42)c2ccccc2CC3)cc1 (stereo unspecified)	3%	-1%	0%	1%	.	-0.1%	.	.	1%	-4	.
COc1ccc(-c2sc(Nc3ccccc3)n[n+]2-c2ccc(F)cc2)c(OC)c1OC	-1%	-1%	.	4%	3	-0.8%	0%	1%	-3%	0	-1%
COCCn1c(C)cc(C(=O)CSc2nnc(-c3cccnc3)n2-c2ccccc2F)c1C	0%	-6%	-3%	-1%	-15	0.3%	16%	0%	7%	-1	-6%
O=c1ccc(-c2ccc(S(=O)(=O)NCc3cccc(Br)c3)s2)n[nH]1	?	?	8%	-6%	-26	0.5%	42%	-6%	0%	7	-8%
CCOC(=O)c1[nH]c2ccc(Br)cc2c1NC(=O)CNC	-5%	0%	4%	-2%	-12	0.1%	-14%	0%	?	1	-2%
COc1ccc(C(=O)NC2CC(C)(C)Cc3c2cnn3-c2ccccc2C)c(OC)c1OC (stereo unspecified)	-1%	.	-3%	0%	-8	-0.8%	14%	3%	0%	.	-2%
NC(=O)C1=C[C@@H](C2CCCCC2)C[C@@H](OCCCCO)O1	0%	-21%	0%	-2%	9	-0.2%	4%	4%	-18%	-9	-7%
C=C(C)c1ccc(C(C)(C)NC(=O)N(Cc2ccccc2)Cc2ccco2)cc1	-18%	-7%	2%	-1%	-16	0.0%	-11%	1%	?	1	-1%

Rewritten comma-delimited: 4 of the compounds above.
Compound,PKM2 act,Menin MLL FP TR,GALK inh,Tb PFK inh,Giardia kill,B2AR arrestin,a7 integrin act,ASM inhibitor,BCR signal inh,Coupling enz,PTAP TSG101 blk
CC(=O)Nc1sc2c(c1C(c1ccccn1)N1CCN(C)CC1)CCCC2 (stereo unspecified),-2%,-25%,-2%,0%,?,-0.1%,-24%,4%,-4%,0,-5%
CCn1nnc(NC(=O)c2ccccc2Br)n1,7%,0%,-2%,4%,26,0.0%,11%,6%,?,3,-4%
CC(=O)OCCC(C)C,.,.,.,9%,3,-0.3%,21%,0%,1%,.,-1%
CC(C)(C)c1ccc(S(=O)(=O)Nc2ccc3c(c2)COC3=O)cc1,-3%,12%,-1%,-6%,17,-0.4%,30%,-4%,-2%,6,-3%

Compound activity (PubChem)
